D2 PAM: positively modulates the human D2 dopamine receptor allosterically; potentiation, % at 10 µM; HEK293 T-REx D2, calcium flux, EC20 dopamine potentiation; AID 485347; 0.34% of 340,000 active;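 active = potentiation over 3 SD above the plate norm, cut at about 30% in these data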; note: 0% is about no effect
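Tetracycline-induced Hek293 Trex D2 cells, force-coupled to calcium, loaded with no-wash calcium dye. Compound added with 180 s kinetic read for agonism, then EC20 dopamine and a further 180 s read for potentiation.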
Glioma ERSR ind: inducers of ER stress response in human glioma cells; U87-MG GRP78 promoter luciferase reporter, 16 h; Potency, µM, without a hit: top-dose activation, most hits filed as activators; 0.02% of 420,000 active; note: potency is the fitted concentration of half-maximal effect; series mostly up to about 76 µM; % of control where 0% means no effect; nearly all actives have a fitted effect of over 35% in size
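Stably transfected U87-MG glioma cells carrying a GRP78-based luciferase sensor; 16 h compound incubation. Luminescence end-point read 10 min after Bright-Glo addition at room temperature.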
D1 PAM: human D1 dopamine receptor positive modulation | HEK293 TREx D1 cells, calcium flux, dopamine EC20 potentiation | potentiation, % at 10 µM | AID 504651 | 0.036% of 360,000 active | P21728; in the data active = potentiation above about 30%; note: 0% is about no effect
D1 antag: blocks dopamine activation of the human D1 receptor | P21728 | activity change, negative = inhibition, % at 10 µM | 3.2% of 360,000 active | HEK293 TREx D1 cells, calcium flux, dopamine EC80; stronger effect = lower value; in the data active = activity change below about -30%; note: % is set by controls: 0 for no effect and ±100 for the full control effect
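HEK293 T-REx cells expressing inducible, force-coupled D1 receptor; no-wash Ca dye, 30–90 min RT. Cmpd → 180 s read at 1 Hz → EC80 DA → 180 s read.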
RXFP1 ag: agonists of human relaxin receptor RXFP1. Q9HBX9. HEK293T-RXFP1 cAMP TR-FRET, 30 min; response scale: percent of porcine relaxin response, buffer zero. Potency, µM (top dose mostly 57.5 µM), for inactives: top-dose activation, usual class: activators. 0.3% of 370,000 active. AID 2676; note: potency is the fitted concentration of half-maximal effect; % is set by controls: 0 for no effect and ±100 for the full control effect; nearly all actives have a fitted effect of over 60% in size; many of its hits are not listed in these tables
Target sequence (Q9HBX9 whole entry, looked up): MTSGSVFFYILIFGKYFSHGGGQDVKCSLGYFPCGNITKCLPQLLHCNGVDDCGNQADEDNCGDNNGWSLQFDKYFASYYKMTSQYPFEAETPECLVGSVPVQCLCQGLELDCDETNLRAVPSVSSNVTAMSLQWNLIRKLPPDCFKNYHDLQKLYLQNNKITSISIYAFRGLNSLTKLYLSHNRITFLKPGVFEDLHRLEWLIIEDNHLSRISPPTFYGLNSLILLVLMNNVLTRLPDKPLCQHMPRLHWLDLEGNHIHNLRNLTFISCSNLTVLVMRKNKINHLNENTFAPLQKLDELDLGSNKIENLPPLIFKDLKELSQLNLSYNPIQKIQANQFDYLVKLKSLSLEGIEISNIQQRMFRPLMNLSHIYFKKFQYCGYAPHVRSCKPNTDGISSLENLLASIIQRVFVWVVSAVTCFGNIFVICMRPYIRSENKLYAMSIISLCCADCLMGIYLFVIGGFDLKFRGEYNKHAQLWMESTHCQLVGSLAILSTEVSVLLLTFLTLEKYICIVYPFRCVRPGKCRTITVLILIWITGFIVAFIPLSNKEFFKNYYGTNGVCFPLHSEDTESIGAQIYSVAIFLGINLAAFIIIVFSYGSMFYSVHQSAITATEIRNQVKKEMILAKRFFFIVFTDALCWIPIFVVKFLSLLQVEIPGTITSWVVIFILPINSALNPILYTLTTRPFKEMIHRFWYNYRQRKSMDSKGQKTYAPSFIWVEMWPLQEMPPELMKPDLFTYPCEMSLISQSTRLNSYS
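Agonist response is measured as cAMP accumulation in an RXFP1-transfected HEK293T line under PDE4 inhibition. Values are scaled between buffer-only and 29 nM porcine relaxin, and EC50s come from standard Hill equation fits.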
D1 agonist: activates the human D1 dopamine receptor; P21728; HEK293 T-REx D1 cells, calcium flux, agonist mode; activation, % at 2 µM; 1% of 360,000 active; in the data active = activation above about 30%; note: 0% is about no effect
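Agonism was scored from calcium flux recorded over 180 s (1 read/s) after pintool compound addition, following a 10-cycle baseline. Cells were inducible force-coupled HEK293 TREx D1, plated overnight at 30 C and loaded with no-wash calcium dye.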
Vif-APOBEC3F blk: inhibitors of Vif-A3F interaction; Potency, µM (titrated, usually from 46.1 µM), without a hit: at the highest dose activity, negative = active; HeLa A3F-eYFP + Vif (tagged APOBEC3F with the HIV-1 protein that degrades it), YFP fluorescence increase; AID 602313; 0.2% of 390,000 active; note: potency is the fitted concentration of half-maximal effect; % of control where 0% means no effect; nearly all actives have a fitted effect of over 65% in size
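HeLa cells stably expressing A3F-eYFP plus Vif, plated and incubated overnight at 37 deg C, then exposed to compounds overnight at 37 deg C. Blocked degradation read as raised yellow fluorescence (Ex 488/Em 500-530).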
RXFP1 antag: blocks the human relaxin receptor RXFP1 | Q9HBX9 | HEK293-RXFP1, relaxin-stimulated cAMP HTRF, 30 min; stronger effect = lower value | activity change, negative = inhibition, % at 57.5 µM | 0.59% of 350,000 active | AID 1259400;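 active = activity change of -60% or lower, but not beyond a set lower limit; inconclusive = change between -60% and -40%, or beyond the set limit; inactive = change above -40%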; note: % is set by controls: 0 for no effect and ±100 for the full control effect
Vif-APOBEC3G blk: blocks the Vif interaction with human APOBEC3G; Potency, µM (titrated, usually from 46.1 µM), for inactives: top-dose activity, negative = active, most hits filed as inhibitors; AID 602310; Q9HC16; HeLa A3G-eYFP + Vif (tagged APOBEC3G with the HIV-1 protein that degrades it), YFP fluorescence, overnight; 0.076% of 410,000 active;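 note: potency is the fitted concentration of half-maximal effect; % is set by controls: 0 for no effect and ±100 for the full control effect; nearly all actives have a fitted effect of over 60% in size; hits raise eYFP signal because A3G escapes Vif-driven loss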
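HeLa cells stably expressing Vif and C-terminally eYFP-tagged A3G, seeded overnight at 37 deg C, then exposed to compound by pintool overnight at 37 deg C. Rise in yellow fluorescence (Ex 488/Em 500-530, Acumen) marks blocked Vif-driven A3G degradation.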
Numbers without * were called inactive; ? = inconclusive; . = no result given. Unless noted, calls come from the whole dose curve; as a rule, active = well fitted curve in the direction sought with a large enough effect; inconclusive = small, poorly fitted or top-dose-only effect, or another doubt; inactive = no such curve, though single readings can be large; an effect the other way counts as inactive or inconclusive. The list is partial (hit frequency here may not be typical).

SMILES	D2 PAM	Glioma ERSR ind	D1 PAM	D1 antag	RXFP1 ag	D1 agonist	Vif-APOBEC3F blk	RXFP1 antag	Vif-APOBEC3G blk
C/C=C(\C)C(=O)Nc1cccc(C2=NOC3(C2)C[C@@H](C(N)=O)N(C(=O)c2ccccc2C(=O)c2ccccc2)C3)c1 (some centres not stated)	1	-4%	4	14	-2.5%	-1	1%	.	-8%
CC(C)Cc1ccc(S(=O)(=O)Nc2ccccn2)cc1	-4	-2%	5	-9	0.0%	4	0%	-3	2%
O=C(Nc1ccccc1F)c1cc(-c2ccco2)nc2ccccc12	.	-3%	.	.	.	.	-12%	-6	-1%
CCn1nc(C)c(CCN(C)C(=O)Nc2ccc(C)c(Cl)c2)c1C	-1	-1%	0	-10	-0.6%	1	-9%	.	-1%
O=C(Nc1ccc(S(=O)(=O)NC2CCCCC2)cc1)c1ccco1	5	-1%	-4	-18	0.2%	5	-7%	9	0%
CN(C)c1ccc(/C=N\NC(=O)c2cccc3cc[nH]c23)cc1	0	5%	-5	-8	1.6%	0	-16%	9	?
COCCCn1c(-c2ccc(Cl)cc2)n[nH]c1=S	0	3%	-4	-9	3.4%	4	0%	-15	1%
COc1ccc(CC(=O)OCC(=O)Nc2ccc(N3CCOCC3)cc2)cc1	11	1%	-5	-22	0.9%	3	?	-6	0%
O=C(NCC(=O)N(Cc1cccs1)C(C(=O)NC1CCCC1)c1ccco1)c1cccs1 (configuration not stated)	5	0%	0	7	-0.6%	0	-2%	3	-9%
CCOC(=O)N1CCC(N2C(=O)c3ccccc3C2Nc2cc(C)cc(C)c2)CC1 (configuration not stated)	5	-4%	-1	-10	-3.1%	1	-3%	-16	-7%
CC1(C)OC(=CC=Nc2ccc(Cl)cc2)OC1(C)C	10	5%	1	-11	-0.3%	4	-8%	-32	0%
O=C(NC1CCCCC1)c1ccc2ccccc2c1	.	-2%	.	.	.	.	-3%	6	0%
NC(=O)c1cn(-c2ccccc2)nc1-c1cc2ccccc2oc1=O	0	1%	-1	11	0.0%	0	3%	-4	-6%
O=C(Cc1c(Cl)cccc1Cl)N/N=C/c1cccnc1	-6	2%	3	9	0.3%	1	-2%	5	2%
COc1cc2c(cc1OC)n(CC(=O)NC1CCCCCC1)n1c(C)cc(=O)nc21	-4	-3%	-1	-15	?	-1	-20%	15	-4%
COc1ccc2cc3cc(C(=O)NCc4ccc5c(c4)OCO5)oc3nc2c1	-5	2%	-4	1	-2.1%	0	4%	-1	-1%
COc1ccc(CN(C)C(=O)c2ccc(OCC(=O)N3CCOCC3)c(OC)c2)cc1	2	-2%	.	-6	2.1%	15	-7%	-1	-3%
Cc1nc(C)c(C(=O)OC(C)C(=O)Nc2ccc(F)cc2)s1 (configuration not stated)	7	-2%	-11	-21	0.6%	0	1%	6	3%
COc1ccc(Cl)cc1C(=O)N(Cc1nc(-c2cccc(C)c2)no1)C(C)C	-7	-4%	-2	12	3.0%	4	3%	.	-2%
CCOC(=O)c1sc(NC(=O)CN2C(=O)c3cccc4cccc(c34)C2=O)nc1C	-5	-3%	-1	1	-0.1%	2	-3%	-15	3%
CCN(C(=O)CSc1ccccn1)C1CCCCC1	.	6%	.	.	.	.	6%	-7	-11%
O=C(CSc1nnc(CNC(=O)c2cccc(C(F)(F)F)c2)o1)NCc1ccco1	12	-6%	-6	10	1.8%	1	4%	-17	-4%
O=C(C1CCC(=O)N(C2CC2)C1)N1CCN(c2cccc(Cl)c2)CC1 (configuration not stated)	-2	-4%	2	9	-2.7%	3	-7%	1	0%
N/C(=N\OC(=O)Cc1ccc(Cl)cc1)c1ccccn1	15	1%	-13	9	1.0%	3	2%	3	1%
Cc1ccc(C2c3cccn3CCN2S(=O)(=O)c2ccc([N+](=O)[O-])cc2)cc1 (configuration not stated)	-3	-3%	-2	.	-2.7%	-3	-9%	2	0%
Cc1ccc(OCCC(=O)OCC(=O)Nc2c(C)nn(-c3ccccc3)c2C)cc1	13	-4%	0	-19	-1.1%	5	-1%	-2	-2%
COc1ccc(/C=N/NC(=O)Nc2ccc3nsnc3c2)c(OC)c1	3	1%	-2	-8	3.9%	0	-1%	-10	-1%
COc1ccc(-c2ncncc2-c2csc(C)n2)c(O)c1OC	0	-2%	-1	2	0.4%	-2	-2%	6	6%
COC(=O)c1coc(-c2ccc(OC)cc2)c1C(=O)OC	-3	7%	3	-2	-1.7%	3	5%	.	-1%
CC(C)COP(=O)(c1ccc(N(C)C)cc1)C(O)c1ccccn1 (configuration not stated)	9	-3%	2	1	0.7%	3	.	-14	1%

Already shown: entries from further up.
SMILES	D2 PAM	Glioma ERSR ind	D1 PAM	D1 antag	RXFP1 ag	D1 agonist	Vif-APOBEC3F blk	RXFP1 antag	Vif-APOBEC3G blk
COc1ccc(Cl)cc1C(=O)N(Cc1nc(-c2cccc(C)c2)no1)C(C)C	-7	-4%	-2	12	3.0%	4	3%	.	-2%
CCOC(=O)c1sc(NC(=O)CN2C(=O)c3cccc4cccc(c34)C2=O)nc1C	-5	-3%	-1	1	-0.1%	2	-3%	-15	3%
CCN(C(=O)CSc1ccccn1)C1CCCCC1	.	6%	.	.	.	.	6%	-7	-11%
O=C(CSc1nnc(CNC(=O)c2cccc(C(F)(F)F)c2)o1)NCc1ccco1	12	-6%	-6	10	1.8%	1	4%	-17	-4%
O=C(C1CCC(=O)N(C2CC2)C1)N1CCN(c2cccc(Cl)c2)CC1 (configuration not stated)	-2	-4%	2	9	-2.7%	3	-7%	1	0%
N/C(=N\OC(=O)Cc1ccc(Cl)cc1)c1ccccn1	15	1%	-13	9	1.0%	3	2%	3	1%
Cc1ccc(C2c3cccn3CCN2S(=O)(=O)c2ccc([N+](=O)[O-])cc2)cc1 (configuration not stated)	-3	-3%	-2	.	-2.7%	-3	-9%	2	0%
Cc1ccc(OCCC(=O)OCC(=O)Nc2c(C)nn(-c3ccccc3)c2C)cc1	13	-4%	0	-19	-1.1%	5	-1%	-2	-2%
COc1ccc(/C=N/NC(=O)Nc2ccc3nsnc3c2)c(OC)c1	3	1%	-2	-8	3.9%	0	-1%	-10	-1%
COc1ccc(-c2ncncc2-c2csc(C)n2)c(O)c1OC	0	-2%	-1	2	0.4%	-2	-2%	6	6%
COC(=O)c1coc(-c2ccc(OC)cc2)c1C(=O)OC	-3	7%	3	-2	-1.7%	3	5%	.	-1%
CC(C)COP(=O)(c1ccc(N(C)C)cc1)C(O)c1ccccn1 (configuration not stated)	9	-3%	2	1	0.7%	3	.	-14	1%

(list continues)
SMILES	D2 PAM	Glioma ERSR ind	D1 PAM	D1 antag	RXFP1 ag	D1 agonist	Vif-APOBEC3F blk	RXFP1 antag	Vif-APOBEC3G blk
COc1ccc(CC(=O)N(Cc2ccccc2)c2cccc(C)c2)cc1OC	6	-4%	-7	11	-0.7%	2	-13%	-20	0%
CN(C(=O)CSc1nc2cc(C(=O)O)ccc2c(=O)n1Cc1ccccc1)C1CCS(=O)(=O)C1 (configuration not stated)	-15	-5%	-7	15	0.7%	1	-13%	-1	-8%
Oc1ccc(/C=N/Nc2nc(N3CCCCCC3)nc(N3CCCCCC3)n2)c(O)c1	-3	-14%	-10	-41*	0.3%	9	5%	-13	-8%
COC(=O)CC(=O)CSc1nc2cc(C(=O)NCC(C)C)ccc2c(=O)n1CCc1ccccc1	9	-1%	-5	-14	9.9%	2	-6%	.	-8%
Cc1cccc(N(C)C(=O)CCS(=O)(=O)c2ccc3c(c2)n(C)c(=O)c(=O)n3C)c1	16	.	-5	-32*	19%	-1	.	-21	.
CCOc1ccc(NC(=O)c2ncn(-c3ccccc3)n2)cc1	-8	-2%	4	3	1.7%	0	1%	-4	-5%
Cc1cc(C(=O)NNS(=O)(=O)c2ccccc2C(F)(F)F)nn1C(C)(C)C	15	-4%	-3	-6	-0.5%	1	1%	-6	-5%
Cc1nc2cc(NC(=O)C3COc4ccccc4O3)ccc2s1 (configuration not stated)	-6	1%	-6	-9	-1.8%	2	6%	-2	3%
Cc1ccccc1-c1noc(CCC(=O)NCc2ccco2)n1	-9	1%	-5	-6	0.9%	0	-10%	-13	2%
COc1ccc(CN2CCC(C(=O)N(C)CCc3ccc(OC)c(OC)c3)CC2)c(OC)c1	31*	-4%	7	-2	0.5%	4	4%	6	2%
CCOc1ccc(C2C3=C(CCCC3=O)Nc3nc(C(F)(F)F)nn32)cc1OC (configuration not stated)	-9	-2%	-2	6	0.5%	2	-1%	8	1%
COc1ccc(C(=O)N/N=C/c2ccc(OC)c(COc3ccccc3)c2)cc1	.	2%	-17	-3	1.3%	5	2%	-4	3%
Cc1ccc(-c2nc(CSc3nc4ccccc4c(=O)n3C)cs2)cc1	.	2%	0	-13	-1.0%	3	-1%	-17	3%
Cc1cc(NC(=O)Nc2c[nH]c(=O)[nH]c2=O)ccc1Br	-6	0%	-3	1	-1.1%	0	0%	-3	1%
CCOC(=O)c1[nH]ncc1CN1CCC(Cc2cccc(OC)c2)(C(=O)OCC)CC1	.	-6%	8	0	3.7%	2	-22%	-3	5%
Cc1cccc(Nc2nc(N)nc(N)c2S(=O)(=O)c2ccccc2)c1	-2	-2%	-3	-7	-1.2%	0	3%	.	-7%
COC(=O)c1ccc(C)cc1C1CN=NC12Cc1cc(C)ccc1C2=O (configuration not stated)	.	6%	.	.	.	.	0%	0	?
O=C(CSc1ncnc2nc[nH]c12)Nc1ccccc1C(F)(F)F	2	-1%	-7	-10	6.5%	4	1%	0	-1%
CCOc1ccc(-c2cc(C(=O)N/N=C/c3cccnc3)c3ccccc3n2)cc1	17	0%	5	1	6.3%	0	-19%	-1	?
Cc1ccc(NC(=O)CCc2c(C)nn(-c3ccc(N4CCCCC4)nn3)c2C)cc1C	-6	9%	-5	14	5.6%	1	-3%	2	3%
COc1ccc(S(=O)(=O)N(C)CC(=O)NCc2ccco2)cc1	-3	2%	1	14	-3.7%	4	0%	4	-1%
CCOC(=O)C1(Cc2cccc(F)c2)CCN(C(=O)COC)CC1	-9	1%	-6	9	0.9%	0	?	7	-3%

Compound activity deposited in PubChem BioAssay by National Center for Advancing Translational Sciences (NCATS).
